CCHF vOTU inh – CCHFV vOTU protease inhibitors, primary screen, biochemical, Pep-AMC substrate, fluorescence; Crimean-Congo hemorrhagic fever virus L polyprotein viral ovarian tumor (vOTU) protease …; inhibition, % at 11.5 µM; 370,000 tested, 0.55% active; AID 651958, 2012; also: 0% = vehicle wells with enzyme and 100% = no enzyme wells
UGM FP inh – M. tuberculosis UGM enzyme inhibitors, primary screen, biochemical, fluorescence polarization, single point. inhibition, % at 10 µM. purified UGM, fluorescence polarization probe displacement. 320,000 tested, 0.06% active; in the data active = inhibition above about 10%, passing the limit was not always enough; inconclusive = no clear call, values can overlap the other calls
Mtb FBA inh – Mtb FBA enzyme inhibitors, primary screen, biochemical, fluorescence, strain H37Rv. purified M. tuberculosis FBA, fluorescence read-out. 360,000 tested, 2.3% active. inhibition, % at 1 µM. Fructose-bisphosphate aldolase (Mycobacterium tuberculosis (strain ATCC 25618 / H37Rv)), …; in the data active = inhibition above about 27%;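 also: 0% = vehicle and 100% = reference inhibitor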
Target sequence (P9WQA3 whole entry, looked up): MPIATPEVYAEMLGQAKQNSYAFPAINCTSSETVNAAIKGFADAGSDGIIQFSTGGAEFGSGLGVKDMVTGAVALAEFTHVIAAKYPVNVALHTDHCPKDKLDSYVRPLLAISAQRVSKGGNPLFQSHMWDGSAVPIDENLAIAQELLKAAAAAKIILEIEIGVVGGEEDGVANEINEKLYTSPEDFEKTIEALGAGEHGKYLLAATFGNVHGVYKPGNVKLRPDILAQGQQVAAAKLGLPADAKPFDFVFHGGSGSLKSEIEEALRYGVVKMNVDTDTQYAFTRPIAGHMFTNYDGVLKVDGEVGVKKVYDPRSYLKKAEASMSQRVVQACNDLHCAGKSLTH
Mtb BioA inh – M. tuberculosis BioA enzyme inhibitors, primary screen, biochemical, plate reader, single point, HTS; purified M. tuberculosis BioA enzyme; 7,8-diaminopelargonic acid synthase BioA (Mycobacterium tuberculosis); 360,000 tested, 0.096% active; inhibition, % at 9.99 µM; AID 602481, 2012; in the data active = inhibition above about 40%; inconclusive = no clear call, values can overlap the other calls
GDH-TPI inh – GDH-TPI coupling enzyme inhibitors, primary screen, artefact control for M. tuberculosis FBA inhibitor project, biochemical, absorbance, full deck; GDH-TPI coupled enzyme counterscreen, NADH absorbance; inhibition, % at 4.8 µM; 360,000 tested, 1.2% active; AID 588335, 2011;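 also: 0% = DMSO wells and 100% = wells lacking the enzyme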
Rv3671c protease – Rv3671c serine protease inhibitors, primary screen, biochemical, fluorescence polarization, M. tuberculosis H37Rv. AID 2606, 2010. inhibition, % at 5.96 µM. P9WHR9. 320,000 tested, 0.048% active; in the data active = inhibition above about 38%;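 also: extracellular domain of Rv3671c used as enzyme; 0% = enzyme with DMSO and 100% = no enzyme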
Target sequence (P9WHR9 whole entry, looked up, the tested form may be a part): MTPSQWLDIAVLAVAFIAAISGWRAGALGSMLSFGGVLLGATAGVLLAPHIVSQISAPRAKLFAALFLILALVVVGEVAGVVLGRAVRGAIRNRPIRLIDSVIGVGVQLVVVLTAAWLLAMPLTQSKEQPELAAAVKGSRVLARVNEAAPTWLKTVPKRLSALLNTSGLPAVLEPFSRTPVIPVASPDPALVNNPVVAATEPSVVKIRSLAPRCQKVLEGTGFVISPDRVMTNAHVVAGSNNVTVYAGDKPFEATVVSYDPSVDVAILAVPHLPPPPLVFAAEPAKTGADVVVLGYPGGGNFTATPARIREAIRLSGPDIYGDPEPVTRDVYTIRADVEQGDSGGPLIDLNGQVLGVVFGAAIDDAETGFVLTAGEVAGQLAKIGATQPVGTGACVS
MazEF act – activators of E. coli MazEF toxin-antitoxin RNase, primary screen, biochemical, fluorescence, uHTS; 350,000 tested, 0.32% active; FAM/BHQ RNA-DNA oligo cleavage fluorescence, 5 h; activation, % at 20 µM; Endoribonuclease toxin MazF (Escherichia coli (strain K12)), P0AE70; in the data active = activation above about 50%
Target sequence (P0AE70 whole entry, looked up): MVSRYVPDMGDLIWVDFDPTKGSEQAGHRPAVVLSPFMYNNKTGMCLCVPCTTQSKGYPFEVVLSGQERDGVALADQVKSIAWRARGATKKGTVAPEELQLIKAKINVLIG
BoNT-F LC inh – BoNT/F light chain protease inhibitors, primary screen, biochemical, flow cytometry, MLPCN library; Botulinum neurotoxin type F light chain protease (Clostridium botulinum); 360,000 tested, 0.22% active; inhibition, % at 10 µM; Multiplex microsphere protease cleavage assay; in the data active = inhibition above about 35%, passing the limit was not always enough; inconclusive = no clear call, values can overlap the other calls; also: plate controls were buffer without enzyme for full effect and enzyme alone for no effect
FadD28 FP inh – inhibitors of FadD28 bisubstrate probe binding, primary screen, biochemical, fluorescence polarization, single point; Mycobacterium tuberculosis FadD28 fatty-acid-AMP ligase; inhibition, % at 12.5 µM; 360,000 tested, 0.22% active; in the data active = inhibition above about 8.5%, passing the limit was not always enough; inconclusive = no clear call, values can overlap the other calls
DUSP3 inh – VHR1 phosphatase inhibitors, primary screen, biochemical, absorbance, uHTS; Dual specificity protein phosphatase 3 (Homo sapiens), P51452; recombinant VHR phosphatase, pNPP absorbance; inhibition, % at 13.3 µM; 290,000 tested, 0.52% active; AID 1654, 2009; in the data active = inhibition above about 50%; also: some compounds called inactive have numbers as strong as hits
Target sequence (P51452 whole entry, looked up): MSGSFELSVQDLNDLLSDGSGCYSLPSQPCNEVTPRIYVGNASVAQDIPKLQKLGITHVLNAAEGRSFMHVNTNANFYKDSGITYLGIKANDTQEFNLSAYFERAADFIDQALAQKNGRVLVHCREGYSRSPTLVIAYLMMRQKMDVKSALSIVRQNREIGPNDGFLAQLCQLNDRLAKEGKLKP
The depositor's hits bear a star; u = inconclusive; x = not tested or not shown; & = joins results of further samples. Rule as the data show it, unless noted: active = inhibition above about 30%; inactive = the rest.

SMILES	CCHF vOTU inh	UGM FP inh	Mtb FBA inh	Mtb BioA inh	GDH-TPI inh	Rv3671c protease	MazEF act	BoNT-F LC inh	FadD28 FP inh	DUSP3 inh
C[C@H](CO)N1C[C@H](C)[C@@H](CN(C)S(=O)(=O)c2ccc(F)cc2)Oc2ccc(NC(=O)CCN3CCOCC3)cc2C1=O	4	-3.5	2	-3.2&-3.8	1	0	7	6	-1.1	x
CCOc1ccc(NC(=O)NC2CC(=O)N(c3ccc(OC)cc3)C2)cc1 (centres undefined)	20	-0.9	0	-0.6	4	-6	7	-4	-0.2	-12
CCOC(=O)c1c(-c2ccc(C)cc2)csc1NC(=O)CCN1CCOCC1	-2	-2.1	1	0.2	3	0	-8	1	-0.2	-2
Cc1ccccc1-c1cc(C(=O)Nc2sc(C(=O)OC(C)C)c(C)c2C#N)c2ccccc2n1	5	-1.4	-2	0.5	26	-24	-11	1	0.4	-24
Cc1ccc(C)c(OCCC(=O)OCC(=O)NCc2ccc(F)cc2)c1	-1	2.1	-2	-0.9	2	-2	2	-6	-3.6	-16
O=C(CN1C(=O)NC2(CCc3ccccc32)C1=O)Nc1ccc(N2CCOCC2)cc1 (centres undefined)	-3	-5.8	0	x	6	-7	-4	-3	-1.5	16
NC(=O)C(Cc1ccccc1)NC(=O)C12CC3CC(CC(C3)C1)C2 (centres undefined)	6	-0.5	2	-0.8	-1	4	0	-2	1.3	8
O=[N+]([O-])c1cccc(/C=C/c2nc(C=Nc3ccc4ccccc4c3)c(O)o2)c1	-5	-0.4	0	-0.8	1	11	11	2	-1.8	35
N#CCCN(Cc1ccccc1)C(C(=O)NC1CCCCC1)c1ccnc2ccccc12 (centres undefined)	3	x	-2	-1.5	x	x	x	-10	-3.6	x
NC(=O)[C@@H]1CCCN1C(=O)c1cc(COc2ccc3c(c2)CCCC3)on1	3	-2.4	0	0.6	-3	x	3	8	0.5	7
CCS(=O)(=O)c1ncc(Cl)c(C(=O)Nc2ccccc2OC)n1	-8	-1.2	0	-1.2	11	6	-7	10	-1.2	-2
O=C(CN(Cc1ccccc1)C1=NCCS1)c1ccccc1	-11	x	0	0.5	-1	-11	4	6	-1.0	5
Cc1ccc(S(=O)(=O)C(C#N)=C2N(C)c3ccccc3N2C)cc1	10	4.3	-1	-4.5	6	-7	-25	1	-1.2	18
Nc1ccc(C(=O)C(=O)c2ccc(N)cc2)cc1	16	-0.4	1	-0.1	38*	-1	4	u	0.1	20
C/C(CCc1ccc2c(c1)OCO2)=N\NC(=O)c1ccccc1Br	-1	-1.7	0	x	9	3	12	-17	-0.7	26
Cc1ccc(NC2Sc3ccccc3NC2=O)cc1 (centres undefined)	-4	-2.0	-2	x	-7	8	-6	1	0.3	26
CCn1c(SCC(=O)N2CCCCC2C)nnc1-c1ccco1 (centres undefined)	-5	0.7	0	-0.8	-1	-15	1	12	-3.4	-8
NS(=O)(=O)c1ccc(CCNC(=O)CN2CCN(S(=O)(=O)c3ccccc3F)CC2)cc1	-20	-2.6	-1	1.0	3	0	-5	-2	-1.2	x
COc1ccc(C)cc1S(=O)(=O)N1CCC2(CC1)OCCN2S(=O)(=O)c1ccccc1	-5	2.9	0	-2.9	4	7	1	-3	-1.8	x
COc1ccc(OC)c(C(C[N+](=O)[O-])c2c(C)cc3ccccn23)c1 (centres undefined)	-10	-0.7	-2	-0.9	-4	5	-18	2	-3.2	22
O=C(COc1ccccc1Cl)Nc1ccccc1C(=O)NC1CC1	-6	1.1	4	-0.1	-2	-1	4	-81	0.0	x
NC(CSC1(c2cccc3ccccc23)c2ccccc2-c2ccccc21)C(=O)O (centres undefined)	14	x	-2	x	-1	x	-5	-1	-5.9	x
CC(C)Nc1nc(Nc2ccc(Cl)cc2F)c2sccc2n1	4	x	0	1.0	11	x	x	-7	-3.0	x
S=C(Cc1ccc(-c2ccccc2)cc1)N1CCOCC1	-6	-3.8	2	0.7	-2	-1	1	7	0.2	x
Cc1ccccc1CNC(=O)Cn1ccc2cc(S(=O)(=O)N3CCCCCC3)ccc21	19	2.3	-1	-1.2	-1	-9	9	-10	-3.2	1
(listing goes on)
SMILES	CCHF vOTU inh	UGM FP inh	Mtb FBA inh	Mtb BioA inh	GDH-TPI inh	Rv3671c protease	MazEF act	BoNT-F LC inh	FadD28 FP inh	DUSP3 inh
Cc1ccccc1N(C(=O)Cc1ccsc1)C(C(=O)NC1CCCCC1)c1ccc(F)cc1 (centres undefined)	-13	-0.1	0	-1.3	6	-3	2	2	-0.4	56*
O=C(CCCN1C(=O)S/C(=C/C=C/c2ccccc2)C1=O)Nc1ccc(C(=O)O)cc1	-3	1.6	4	1.7	21	-31	-3	3	-17	-3
Fc1ccc(OCc2nc(-c3ccc(Br)o3)no2)c(F)c1	0	0.8	5	0.2	-1	0	2	6	3.0	5
COC(=O)CC1(C(=O)OC)Nc2cc(Cl)c(Cl)cc2S(=O)(=O)N1O (centres undefined)	14	x	0	-1.1	9	x	123*	-1	0.4	x
COCCNC(=O)C1(C)CCN(Cc2ccc3ccccc3c2Br)C1 (centres undefined)	1	x	0	2.2	1	x	x	1	-5.6	x
Cc1ccc(-n2nc3c(N4CCC(C(=O)NCc5cccc(F)c5)CC4)nnc(C)c3c2C)cc1	x	-0.1	2	-1.9	-1	4	6	13	-4.5	-20
CCC(C)(C)NC(=O)C(c1ccccn1)N(C(=O)c1csnn1)c1ccccc1 (centres undefined)	4	3.9	0	x	4	-1	6	-2	-1.4	12
O=C(NNC(=O)c1cc2cc(OC(F)(F)F)ccc2[nH]1)c1ccc(Cl)cc1	-9	3.2	0	-2.3	7	-16	-3	-11	-1.4	16
COCCn1cnc2c1c(=O)n(Cc1ccc(Br)cc1)c(=O)n2Cc1ccccc1	8	0.1	-10	0.8	-6	-6	1	16	-5.9	31
CN(C)c1ccc(NC(=O)Cn2cc3c(n2)CCCC3)cc1	9	-1.4	2	-3.8	8	-1	4	-88	-0.3	9
CN(C(=O)c1ccc(NC(=O)Cc2cccc([N+](=O)[O-])c2)cc1)C1CCCC1	-5	-3.8	2	-1.6	8	4	2	-2	-0.8	x
Cc1csc(NC(=O)CSc2nc3[nH]ncc3c(=O)[nH]2)n1	5	1.4	-2	x	-10	-1	-6	-2	-5.2	2
Oc1cc(CNC2CCCCC2)c(O)cc1CNC1CCCCC1	12	x	-5	-4.5	2	x	-62	-44	-2.8	x
COc1cccc(-n2c(SCC(=O)N3CCOCC3)nnc2-c2c[nH]c3ccccc23)c1	-11	-0.9	5	-0.6	11	6	-12	2	-2.6	21
O=CNNC(=O)c1cccc([N+](=O)[O-])c1	-4	-0.7	-1	x	-2	-6	0	-1	-1.5	12
CC(=O)Nc1ccc(-c2nnn(CC(=O)c3ccccc3)n2)cc1Cl	14	3.9	0	5.3	-6	-7	-13	10	0.3	17
O=C(NC(=O)C(F)(F)F)Nc1ccc(S(=O)(=O)Nc2nccs2)cc1	4	1.8	-2	-1.1	18	1	-10	u	-0.7	15
COc1ccc(-n2nc3c(N4CCC(C(=O)NCc5ccccc5C)CC4)nnc(C)c3c2C)cc1	x	-4.2	4	1.8	12	-9	-7	22	-0.7	-7
Cc1cc(C)nc(NC(=O)CSc2nc3cc(Cl)ccc3s2)n1	5	1.6	2	0.1	2	2	-18	6	-1.7	2
CCOc1ccc(-c2[nH]nc3c2C(c2ccc4c(c2)OCO4)C(C#N)=C(N)O3)cc1OC (centres undefined)	11	-0.1	1	0.4	-1	-9	-16	-14	-4.9	5
O=C(CSc1nnc(-c2c[nH]c3ccccc23)o1)N1c2ccccc2CCc2ccccc21	-7	2.5	-2	0.3	2	-75	-7	-3	-3.5	-2
CCS(=O)(=O)C1=NSC2=NC(=O)/C(=C\c3ccc(OC(=O)c4ccco4)cc3)C(=N)N21	14	1.7	3	1.0	30	-1	9	-7	-1.8	-15
COc1cc(C(=O)Nc2ccc(S(=O)(=O)Nc3onc(C)c3C)cc2)cc(OC)c1OC	3	-0.6	2	-2.1	11	0	-2	-6	0.6	0
Nc1nc(SCc2ccccc2[N+](=O)[O-])c2ncn(Cc3ccccc3)c2n1	-2	x	-6	0.6	8	x	8	-4	-4.0	x
C/C(=N\Nc1ccccn1)c1ccc(S(=O)(=O)NCc2ccco2)cc1	15	0.7	0	x	28	2	3	-10	-0.6	-1
The listing continues:
SMILES	CCHF vOTU inh	UGM FP inh	Mtb FBA inh	Mtb BioA inh	GDH-TPI inh	Rv3671c protease	MazEF act	BoNT-F LC inh	FadD28 FP inh	DUSP3 inh
CCCSc1nc(N2CCCC2)c2c(c1C#N)CC(C)(C)OC2	2	-0.5	3	-2.1	22	-4	-6	0	0.7	-20
CCN(CC)C(=O)N1CCN(S(=O)(=O)c2ccccc2)CC1	7	-0.7	1	x	-1	1	-4	-7	-0.9	19
CC(C)C[C@@H]1CN=C(N)N1C[C@@H]1CCCN1C[C@@H](C(C)C)N1C[C@@H](Cc2ccccc2)N(CCc2ccc(Cl)c(Cl)c2)C1=N	-5	x	7	0.0	16	6	2	-24	-6.4	x
Cc1cc(NC(=O)CSc2nnnn2Cc2ccccc2)no1	6	0.3	0	2.4	7	3	-10	-5	0.0	31
O=c1ccn([C@@H]2O[C@H](COS(=O)(=O)O)[C@@H](O)[C@H]2O)c(=O)[nH]1	4	-1.6	1	-0.5	11	3	-20	7	-0.9	x
COc1ccc(NS(=O)(=O)c2cccc(C(=O)NCc3ccccc3CN3CCCC3)c2)cc1	0	-0.7	5	0.8	-1	4	5	x	-3.2	x
CC(OC(=O)c1ccc2c(c1)OCO2)C(=O)NC1CCCCC1 (centres undefined)	10	x	-1	-1.4	7	x	1	4	-1.1	x
Cc1cc(=O)[nH]c(SCc2nc3ccccc3s2)n1	7	2.6	-1	-0.8	-3	4	-7	27	-1.0	3
COCCCn1c(=O)c2sccc2n2c(CCCC(=O)NCc3cccc(OC)c3)nnc12	1	3.2	3	-0.1	5	5	-2	1	-2.6	-8
COc1ccc(/C=C/C(=O)NCCNC(=O)c2ccccc2)cc1OC	-9	-1.2	9	0.7	16	-2	10	-6	-2.2	24
O=C(Nc1cccc(Cl)c1)C1=Cc2cc(Cl)ccc2OC1	12	-2.8	2	-1.3	-5	-107	3	3	-8.7	3
CCOc1cc(C2C3=C(CCCC3=O)NC3=C2C(=O)CCC3)ccc1OCCO	5	3.2	6	-0.8	11	1	7	-16	-1.1	-6
CSc1ccc(CN(C)C(=O)C2CCN(C(=O)Nc3ccccc3)CC2)cc1	0	1.0	3	1.7	3	-4	-12	-12	-1.5	x
CC(C)C[C@@H](CO)NS(=O)(=O)c1c(F)cccc1F	-3	x	0	-0.1	-12	x	3	3	-2.8	x
CC1(C)CCC[C@]2(C)[C@H]3CC(=O)O[C@]3(C)CC[C@@H]12	-4	-0.9	91*	-0.4	-3	-4	-6	-9	0.1	-7
O=c1ccc2[n+]([O-])c3ccc(O)cc3oc-2c1	50*	x	2	x	5	x	-153	-2	98*	45
O=C(c1ccncc1)c1ccc(NS(=O)(=O)c2ccc(Br)s2)cc1	1	-1.5	-2	-0.3	39*	3	3	-4	0.8	7

Retrieved by compound from the list above:
SMILES	CCHF vOTU inh	UGM FP inh	Mtb FBA inh	Mtb BioA inh	GDH-TPI inh	Rv3671c protease	MazEF act	BoNT-F LC inh	FadD28 FP inh	DUSP3 inh
COc1ccc(/C=C/C(=O)NCCNC(=O)c2ccccc2)cc1OC	-9	-1.2	9	0.7	16	-2	10	-6	-2.2	24
CCCSc1nc(N2CCCC2)c2c(c1C#N)CC(C)(C)OC2	2	-0.5	3	-2.1	22	-4	-6	0	0.7	-20
